Screening data as filed in PubChem BioAssay.
AmpC inh det – Promiscuous and Specific Inhibitors of AmpC Beta-Lactamase (assay with detergent) | purified AmpC, nitrocefin hydrolysis with detergent | P00811 | Potency, µM (highest dose often 28.7 µM), for inactives: at the top dose activity change, negative = inhibition | 0.09% of 71,000 active; active means well fitted curve in the direction sought with a large enough effect
Target sequence (P00811 whole entry, looked up): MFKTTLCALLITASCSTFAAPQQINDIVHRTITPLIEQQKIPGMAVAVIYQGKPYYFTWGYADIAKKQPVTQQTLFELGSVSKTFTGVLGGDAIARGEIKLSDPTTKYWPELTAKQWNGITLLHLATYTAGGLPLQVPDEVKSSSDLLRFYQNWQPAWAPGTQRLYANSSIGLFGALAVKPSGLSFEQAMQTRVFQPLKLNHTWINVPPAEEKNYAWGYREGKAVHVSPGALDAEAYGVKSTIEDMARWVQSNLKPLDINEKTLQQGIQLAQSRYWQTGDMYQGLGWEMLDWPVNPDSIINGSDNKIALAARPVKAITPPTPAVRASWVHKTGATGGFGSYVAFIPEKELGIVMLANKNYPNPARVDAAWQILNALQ
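E. coli AmpC (5.3 nM) in 20 mM phosphate pH 7.0 with 0.01% Triton X-100, preincubated 15 min RT with compound; nitrocefin (2 uL of 800 uM stock) hydrolysis followed by 480 nm absorbance every 20 s over 4 min.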
Starred values were filed as active, the others as inactive; & = joins results of further samples; [ ] = remark or other dose. On the % scale 0 is the no-effect control and ±100 the full control effect; potency means the concentration at half of the fitted maximal effect. Some of the compounds tested (hit frequency here may not be typical).

cpd	SMILES	AmpC inh det
1	Cc1cc2nn(-c3cccc4ccccc34)nc2cc1N	-7%
2	COc1cc(CN2CCN(c3cc(C)ccc3C)CC2)ccc1O	-2%
3	Cc1cc(C)n(C(=O)CCNC(=O)c2ccccc2Br)n1	0%
4	COc1cc([C@H]2[C@@H]3CCCC[C@]3(O)CCN2CC(=O)Nc2ccc(C)cc2C)ccc1O	-4%
5	O=c1c2oc3ccccc3c2ncn1Cc1ccccc1F	-5%
6	Cc1nc(SCC(=O)O)c2oc3ccccc3c2n1	11%
7	CCCn1c(C(C)NC(=O)c2ccccc2)nc2ccccc21 (stereo not given)	-5%
8	O=C(CCn1c(=O)sc2ccccc21)Nc1cccnc1	-1%
9	O=C(Nc1ccc2c(c1)nc1n2CCN(C2CCCCC2)C1)c1ccco1	1%
10	Nc1sccc1C(=O)c1ccccc1	1%
11	Cc1ccc(-n2ncc3c(=O)n(-c4ccc(C)c(C)c4)c(C)nc32)cc1	0%
12	O=C(CSc1nc2ccccc2o1)c1cc2ccccc2oc1=O	-7%
13	Cc1ccc(OCc2nnc(SCC(=O)N3CCOCC3)n2C)cc1	1%
14	Cn1cc[nH]c1=S	-3%[12.8 µM]
15	O=C(O)c1cc2nc3c(c(C(F)(F)F)n2n1)CCc1ccccc1-3	-2%
16	Cc1ccc2c(COC(=O)C3=COCCO3)cc(=O)oc2c1	2%
17	Cc1ccc(-c2nn(CC(=O)NCc3ccco3)c(=O)c3ccccc23)cc1	-7%
18	CC(C)NC[C@H](O)c1cc(O)cc(O)c1	-3%[12.8 µM]
19	CCCC(=O)Nc1nnc(-c2ccco2)s1	-5%
20	CCC1Sc2ccccc2N(CC(=O)NCc2ccc3c(c2)OCO3)C1=O (stereo not given)	1%
21	Cc1cc(-c2cccs2)n[nH]1	5%
22	CCN1CCN(c2c(Cl)cccc2NC(=O)c2ccc3c(c2)OCCO3)CC1	-5%
23	O=C(CSc1ccc(Cl)cc1)OCc1nnc(-c2ccccc2)o1	-4%
24	CCN1CCN(C(=O)C2c3cc(OC)c(OC)cc3C(=O)N(C)C2c2ccc(SC)cc2)CC1 (stereo not given)	12%
25	CCOC(=O)N1CCN(C(=O)c2oc(=O)c3ccccc3c2-c2ccc(C)cc2)CC1	5%
26	N#CCCN(C(=O)CSc1ccc2c(c1)OCCO2)c1ccccc1	0%
27	NCS(=O)(=O)O	-3%[5.75 µM]
28	COc1ccc(CCNC(=O)CN(c2ccc(C)cc2)S(=O)(=O)c2c(C)noc2C)cc1OC	-2%
29	CCNC(=O)C1CC(=O)N(c2ccc(Br)cc2)C1 (stereo not given)	1%
30	CCCOc1ccc(S(=O)(=O)NCCCN2CCOCC2)c2ccccc12	-4%
31	CC1CC(C)CN(C(=O)C2CCCN(S(=O)(=O)c3cccc4nonc34)C2)C1 (stereo not given)	-3%
32	CN(c1ccccc1C(=O)Nc1ccccc1C(=O)NCc1ccco1)S(C)(=O)=O	-1%
33	O=C(CSc1ncc(C(F)(F)F)cc1Cl)N1CCN(S(=O)(=O)c2ccccc2)CC1	4%
34	Cc1noc(C)c1S(=O)(=O)N(CC(=O)Nc1ccc2c(c1)OCO2)c1ccc(C(C)C)cc1	4%
35	Cc1ccc(NC(=O)C2(N(C(=O)Cn3nnnc3N)c3ccc(C)cc3)CCCCC2)cc1	-8%
36	Cn1c(COc2ccc3ccccc3c2)nnc1SCC(N)=O	15%
37	COc1ccc(-n2c(=O)c(-c3cccc(Cl)c3)nc3cncnc32)cc1	0%
38	Cn1c(C(=O)N2CCCC(C(=O)N3CCN(C(=O)c4ccco4)CC3)C2)cc2sccc21 (stereo not given)	11%
39	c1ccc(N2CCCCC2)c(NC2=NCCC2)c1	-4%
40	NS(=O)(=O)c1ccc(CNC(=O)NC23CC4CC(CC(C4)C2)C3)cc1	-8%
41	CCOC(=O)c1c(C)c(C(=O)NC(C)COC)c(C)n1CC (stereo not given)	-4%
42	Cc1ccoc1C(=O)NCc1occc1C(=O)O	8%
43	CCOc1ccc(N2C(=O)c3cccnc3C2Nc2ccc(C)cc2)cc1 (stereo not given)	-1%
44	O=C(Nc1cccc(Cl)c1)c1ccncc1	-5%
45	CCCS(=O)(=O)N1CCCC(C(=O)NCCN(CC)CC)C1 (stereo not given)	0%
46	O=c1c(-c2cccs2)nc2cnc(Oc3cccc(Cl)c3)nc2n1C[C@H]1CCCO1	1%
47	COc1ccc(OCC2CNC(=O)O2)cc1 (stereo not given)	-1%
48	CCOC(=O)CNC(=O)c1nn(-c2ccc(OCC)cc2)c(=O)c2ccccc12	-3%

(further entries)
cpd	structure	AmpC inh det
49	COc1ccc2sc(NC(=O)c3ccco3)nc2c1	-3%
50	O=C(CCn1c(=O)oc2ccccc21)N1CCCCCC1	-2%
51	O=C(CCn1c(=O)oc2ccccc21)NCCCN1CCN(c2ccc(F)cc2)CC1	-2%
52	CCn1c(SCc2nc3ccccc3[nH]2)nnc1-c1cccs1	-2%
53	COc1ccc(NC(=O)CC2CCCCC2)cc1OC	-6%
54	COCCNc1nnc(SCC(=O)N2CCN(S(=O)(=O)c3ccccc3)CC2)s1	-2%
55	Cc1cc(C)cc(N2CC(c3nc4ccccc4n3C)CC2=O)c1 (stereo not given)	10%
56	COCCn1c(SCc2cccnc2)nnc1-c1ccco1	-2%
57	CSc1nc2c(c(=O)n1-c1ccccc1)SCC2	0%
58	COc1ccccc1N(CC(=O)N1CCCCCC1)S(C)(=O)=O	-5%

Values by screen from above.
AmpC inh det, entries 52–58: -2%, -6%, -2%, 10%, -2%, 0%, -5%

Retrieved by structure from the entries so far:
cpd	structure	AmpC inh det
53	COc1ccc(NC(=O)CC2CCCCC2)cc1OC	-6%
50	O=C(CCn1c(=O)oc2ccccc21)N1CCCCCC1	-2%
54	COCCNc1nnc(SCC(=O)N2CCN(S(=O)(=O)c3ccccc3)CC2)s1	-2%

More results.
cpd	structure	AmpC inh det
59	O=C(CCc1ccc(CCC(=O)c2cccs2)s1)c1cccs1	-2%
60	Cc1cc(O)c(NC(=O)c2ccco2)cc1C	1%
61	COc1cc(=O)n(C)c2cc(N(C)C)ccc12	-4%
62	CCOC(=O)c1cnn(CCOC(=O)C2CC2)c1NC(=O)C1CC1	-2%
63	O=C(Nc1nc2ccccc2n1CCN1CCCC1)C1CCCCC1	-3%
64	Cc1ccc(NC(=O)N(Cc2ccco2)C(C)c2ccco2)cc1C (stereo not given)	-2%
65	O=C(O)COc1ccc2c(c1)CCCC2	-1%
66	CS(=O)(=O)N(CC(=O)N1CCN(Cc2ccc3c(c2)OCO3)CC1)c1ccc2c(c1)OCO2	-4%
67	C=CCNc1nc(C2(C)CC3(CC(C)OC3=O)C(=O)O2)cs1 (stereo not given)	-1%
68	O=C(CSc1nnc(-c2ccccc2)o1)c1nnc(-c2ccccc2)o1	6%

Of the compounds above, these have a COOH group.
cpd	structure	AmpC inh det
6	Cc1nc(SCC(=O)O)c2oc3ccccc3c2n1	11%
15	O=C(O)c1cc2nc3c(c(C(F)(F)F)n2n1)CCc1ccccc1-3	-2%
42	Cc1ccoc1C(=O)NCc1occc1C(=O)O	8%
65	O=C(O)COc1ccc2c(c1)CCCC2	-1%

(list continues)
cpd	structure	AmpC inh det
69	O=C(CN(C1CCCCC1)S(=O)(=O)c1ccc(F)cc1)NC1CC1	1%
70	NC(=O)CS(=O)(=O)c1nc2ccccc2n1Cc1ccccc1F	-6%
71	COC(=O)c1cccc(NC(=O)CN2CCN(Cc3ccccc3)CC2)c1	1%
72	Cc1sc2nc(C3CC3)nc(NCCNS(C)(=O)=O)c2c1C	-1%
73	COc1ccc(NC(=O)c2cc(-c3cc(C)cc(C)c3O)n[nH]2)cc1Cl	2%
74	NCCCCNCCCN	-1%&0%
75	O=C(Cc1c(O)c2ccccc2[nH]c1=O)NC1CCCCCCC1	-2%
76	Cc1ccc(S(=O)(=O)NCCN=C(CN2CCCC2)NS(=O)(=O)c2ccc(C)cc2)cc1	-3%
77	COc1cc(C2N(c3ccccn3)C(=O)C3CCCN32)cc(OC)c1OC (stereo not given)	-1%
78	COCC(=O)O[C@]1(CCN(C)CCCc2nc3ccccc3[nH]2)CCc2cc(F)ccc2[C@@H]1C(C)C	-3%
79	COc1ccc2c(c1OC)C(=O)N(c1ccccn1)C2	-3%
80	O=C1CCCc2c1nc(-c1ccco1)n2O	2%
81	CCn1cnc2c1c(=O)n(CC(=O)N1CCc3ccccc31)c(=O)n2Cc1ccccc1	-2%
82	CC(C)Oc1ccc2nnnn2n1	-2%
83	CCN1CCN(CC(=O)Nc2sc3c(c2C#N)CCC(C)C3)CC1 (stereo not given)	-6%
84	CCCNC(=O)Nc1ccccc1C(=O)Nc1ccc(OC)cc1	-5%
85	O=C(NCCCN1CCOCC1)c1c(O)c2ccccc2[nH]c1=O	-3%
86	CCOc1ncccc1C(=O)OCC(=O)NCCc1ccc(OC)cc1	0%
87	CCCCc1c(O)nc(N2CCN(Cc3ccccc3)CC2)[nH]c1=O	0%
88	CCSc1nnc(Cc2cc(=O)[nH]c(=O)[nH]2)n1-c1cc(C)ccc1C	3%
89	Clc1ccc2ccccc2c1	11%
90	N#Cc1ccc(CSc2nnc(NC(=O)C3CCCO3)s2)cc1 (stereo not given)	2%
91	COC(=O)c1ccc(NC(=O)C(C)N2C(=O)c3ccccc3C2=O)cc1 (stereo not given)	-3%
92	CC(=O)Nc1ccc(NC(=O)Cn2cnc3c(cnn3C(C)(C)C)c2=O)cc1	7%
93	O=C(CSc1nnc(COc2cccc3cccnc23)o1)c1ccc(F)cc1	-7%
94	COc1ccccc1S(=O)(=O)Cc1ccc(C(=O)NC(C)c2ccc3c(c2)OCCO3)o1 (stereo not given)	2%
95	C=CCNc1nc2ccccc2nc1NS(=O)(=O)c1cccs1	11%
96	C#CC1(O)CC(C)N(C)C(C)C1 (stereo not given)	1%
97	CCn1c(SCC(=O)Nc2ccc3c(c2)OCO3)nnc1-c1cnccn1	16%
98	Cn1cccc1CNC(=O)Nc1ccc(Cl)c(Cl)c1	-4%
99	C[C@](O)(C(=O)Nc1ccc(S(=O)(=O)c2ccccc2)cc1)C(F)(F)F	-1%
100	c1cc2c(cc1Cn1cnnn1)OCO2	2%
101	COc1cccc(C2CC(c3ccc(Cl)cc3)Nc3nc(N)nn32)c1 (stereo not given)	1%
102	Cc1cc(C)n(-c2nc3ccccc3c(=O)n2OCc2ccc(F)cc2)n1	-3%
103	O=S(=O)(NCC(c1ccccc1)N1CCNCC1)c1ccc(Cl)cc1 (stereo not given)	-4%
104	O=C(c1ccco1)N1CCC2(CCCN(Cc3ccncc3)C2)CC1	0%
105	CCOc1cc(C(=O)OCc2ccc(C(=O)OC)o2)cc(Br)c1OC	-1%
106	COC(=O)c1ccc(C(NC(=O)OCc2ccccc2)/C(C)=C/[C@@H](C)C(=O)NCc2nn(-c3ccccc3)nc2C)cc1 (stereo not given in full)	17%
107	CCCCN(CC)S(=O)(=O)c1ccc(C(=O)Nc2nnc(COC)o2)cc1	0%
108	CCOC(=O)N1CCN(c2cc(=O)n(-c3ccc(OC)cc3)c(=O)[nH]2)CC1	-4%
109	COc1ccccc1Nc1nc(N)nc(CSc2ncccn2)n1	9%
110	CCCC(=O)Nc1ccc(Cl)c(NC(=O)C(C)(C)C)c1	-8%
111	c1ccc(-c2ccc(N3CC[C@@]4(CCCNC4)C3)cc2)cc1	-3%
112	CN(Cc1c(F)cccc1Cl)c1ccc(S(=O)(=O)N2CCOCC2)cn1	-6%
113	O=S(=O)(CCc1ccccc1)N1CCOCC1	10%
114	COn1c(SCC(N)=O)nc2ccccc2c1=O	-1%
115	O=C(CCn1c(=O)[nH]c2ccccc2c1=O)N1CCN(c2cccc(C(F)(F)F)c2)CC1	-1%
116	Cc1cccc(NC(=O)c2sc(NC(=O)c3ccco3)c(C#N)c2C)c1C	-4%
117	CC1(C)OC(=O)N(c2ccccn2)C1(C)O (stereo not given)	-5%
118	COc1ccc(CN(C(=O)CSc2nnc(-c3ccc(F)cc3)o2)c2ccc(F)cc2)cc1	2%

Reformatted with each value named: 4 of the compounds above.
5	O=c1c2oc3ccccc3c2ncn1Cc1ccccc1F
  AmpC inh det = -5%
6	Cc1nc(SCC(=O)O)c2oc3ccccc3c2n1
  AmpC inh det = 11%
7	CCCn1c(C(C)NC(=O)c2ccccc2)nc2ccccc21 (stereo not given)
  AmpC inh det = -5%
8	O=C(CCn1c(=O)sc2ccccc21)Nc1cccnc1
  AmpC inh det = -1%

Additional entries
cpd	structure	AmpC inh det
119	CC12CCC(=O)N1C(C(=O)O)Cc1c2[nH]c2ccccc12 (stereo not given)	-4%
120	O=C(NCc1ccco1)c1cc2cc3ccc(Cl)cc3nc2o1	1%
121	O=C(Nc1ccc(-c2nc3ncccc3o2)cc1)c1ccc(Br)o1	-4%
122	COc1ccc(S(=O)(=O)NCCC(C)C)cc1OC	-2%
123	Cc1cc(=S)cc(C)n1CCCn1ccnc1	-6%
124	CC[N+](C)(CC)CCN1C(=O)c2ccccc2S1(=O)=O	-7%[5.75 µM]
125	Cc1[nH]n2c(=O)c(C#N)c(-c3ccccc3)nc2c1-c1ccccc1	14%
126	Cc1ccc(CNC(=O)[C@@H]2C[C@H]2[C@@H](NP(=O)(c2ccccc2)c2ccccc2)c2ccccc2)o1	1%
127	CC1=C(C(=O)Nc2ccccc2C)C(c2ccccc2)NC(=O)N1 (stereo not given)	7%
128	O=c1c(-c2ccc(Cl)cc2)nc2cncnc2n1Cc1ccc(F)cc1	-2%
129	CC1Cn2c(nnc2-c2ccccc2O)S1 (stereo not given)	13%
130	Cc1noc(C)c1-c1ccc2ncnc(NCCN3CCOCC3)c2c1	7%
131	O=C(NCC1CCCO1)c1ccc(Cl)c(F)c1F (stereo not given)	-2%
132	COC(=O)CC1=Nc2ccccc2NC(=O)C1	-4%
133	CCCOc1ccccc1C(=O)N(Cc1cccs1)C1CCS(=O)(=O)C1 (stereo not given)	-4%
134	CCCn1c(C)nc2c(NCC3CCCN3CC)nc(C)nc21 (stereo not given)	20%
135	COc1ccc(NC(=O)Nc2ccc(OCC(=O)N3CCOCC3)cc2)cc1OC	0%
136	CC1Oc2ccccc2N(Cc2ccccc2F)C1=O (stereo not given)	13%
137	O=C(c1ccc(CNc2c(N3CCCC3)c(=O)c2=O)cc1)N1CCc2ccccc2C1	8%
